DUSP3 inh: DUSP3 (human) phosphatase inhibition | P51452 | recombinant VHR phosphatase, pNPP absorbance | inhibition, % at 13.3 µM | 290,000 compounds, 0.52% hits; in the data active means inhibition above about 50%; further: some compounds called inactive have numbers as strong as hits
SARS 3CLpro inh: SARS-CoV 3CLpro protease inhibition | P0C6X7 | recombinant SARS-CoV 3CLpro, quenched FRET peptide cleavage | inhibition, % at 6 µM | 290,000 compounds, 0.14% hits | AID 1706; in the data active means inhibition above about 12%
PriA SSB inh: blocks PriA binding to SSB C-terminal tail | AlphaScreen SSBct-PriA binding, biotinylated peptide | inhibition, % at 33 µM | 430,000 compounds, 0.6% hits | AID 1272365; in the data active means inhibition mostly above about 37%, no sharp cut-off; inactive means mostly below about 20%;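 further: plate controls were negative control peptide for no effect and reference peptide for full effect; strong numbers were not always called active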
BoNT F protease: BoNT F light chain protease inhibition; Multiplex microsphere protease cleavage assay, flow cytometry; inhibition, % at 10 µM; 360,000 compounds, 0.22% hits; in the data active means inhibition above about 35%, passing the limit was not always enough; further: plate controls were buffer without enzyme for full effect and enzyme alone for no effect
MazEF act: increases E. coli MazEF RNase cleavage of RNA; P0AE70; AID 504720; 350,000 compounds, 0.32% hits; FAM/BHQ RNA-DNA oligo cleavage fluorescence, 5 h; activation, % at 20 µM; in the data active means activation above about 50%
Target sequence (P0AE70 whole entry, looked up): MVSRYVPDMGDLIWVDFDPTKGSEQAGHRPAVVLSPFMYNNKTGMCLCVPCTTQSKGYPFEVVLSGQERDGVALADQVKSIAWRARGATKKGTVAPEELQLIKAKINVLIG
Rv3671c inh: Rv3671c (M. tuberculosis) protease inhibition; inhibition, % at 5.96 µM; 320,000 compounds, 0.048% hits; P9WHR9; AID 2606; in the data active means inhibition above about 38%;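 further: extracellular domain of Rv3671c used as enzyme; 0% = enzyme with DMSO and 100% = no enzyme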
PrPC surface inh: inhibitors of human cell surface prion protein PrPC. 370,000 compounds, 0.43% hits. inhibition, % at 13.8 µM. P04156. TR-FRET read-out; in the data active means inhibition above about 24%; further: 0% = median of the test wells and 100% = reference compound wells
CCHFV vOTU inh: CCHFV vOTU protease inhibition; inhibition, % at 11.5 µM; Pep-AMC fluorescence; 370,000 compounds, 0.55% hits; in the data active means inhibition above about 30%; further: 0% = vehicle wells with enzyme and 100% = no enzyme wells
BoNT A protease: inhibitors of Botulinum neurotoxin A light chain protease. 360,000 compounds, 0.17% hits. AID 588499. multiplex microsphere protease substrate cleavage, flow cytometry. inhibition, % at 10 µM; further: plate controls were buffer without enzyme for full effect and enzyme alone for no effect
Anthrax LF prot: anthrax lethal factor protease inhibition; P15917; multiplex microsphere protease cleavage assay, LF; inhibition, % at 10 µM; 360,000 compounds, 0.12% hits; further: plate controls were buffer without enzyme for full effect and enzyme alone for no effect
Target sequence (P15917 whole entry, looked up): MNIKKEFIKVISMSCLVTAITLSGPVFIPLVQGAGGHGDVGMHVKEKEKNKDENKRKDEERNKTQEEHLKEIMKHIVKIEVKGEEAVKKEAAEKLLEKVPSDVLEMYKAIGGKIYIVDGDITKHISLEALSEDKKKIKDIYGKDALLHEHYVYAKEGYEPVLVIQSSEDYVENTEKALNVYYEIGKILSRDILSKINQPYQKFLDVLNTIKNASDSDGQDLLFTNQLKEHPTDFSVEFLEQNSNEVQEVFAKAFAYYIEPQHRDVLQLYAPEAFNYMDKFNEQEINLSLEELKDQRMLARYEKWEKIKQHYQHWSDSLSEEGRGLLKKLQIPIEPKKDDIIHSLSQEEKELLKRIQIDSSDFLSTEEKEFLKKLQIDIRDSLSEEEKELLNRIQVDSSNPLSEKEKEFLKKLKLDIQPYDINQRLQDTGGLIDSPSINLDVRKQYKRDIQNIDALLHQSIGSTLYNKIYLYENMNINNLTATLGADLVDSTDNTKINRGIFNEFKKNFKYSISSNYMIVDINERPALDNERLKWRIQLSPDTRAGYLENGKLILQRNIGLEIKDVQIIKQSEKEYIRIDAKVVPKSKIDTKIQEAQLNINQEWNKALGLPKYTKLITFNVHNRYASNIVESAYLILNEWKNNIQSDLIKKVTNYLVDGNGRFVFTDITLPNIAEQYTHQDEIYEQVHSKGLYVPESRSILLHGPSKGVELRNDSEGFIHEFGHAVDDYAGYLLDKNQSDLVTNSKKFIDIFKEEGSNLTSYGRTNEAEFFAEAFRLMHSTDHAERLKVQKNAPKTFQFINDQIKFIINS
Starred values were filed as active, the others as inactive; . = not tested or not shown; & = joins results of further samples. Unless noted, no stated cut-off is given here; in the data, active means inhibition above about 30%; inconclusive means no clear call, values can overlap the other calls; inactive means below that.

SMILES	DUSP3 inh	SARS 3CLpro inh	PriA SSB inh	BoNT F protease	MazEF act	Rv3671c inh	PrPC surface inh	CCHFV vOTU inh	BoNT A protease	Anthrax LF prot
Cc1ccc(NC(=S)NCC(C)CSc2ccc(Cl)cc2)cc1 (centres undefined)	7.2	-3.0	-6.2	-9.3	1.3	-22.9	-3.9	-14.2	0.7	1.7
O=c1[nH]c(=O)n(-c2ccccc2)c(O)c1N=Nc1ccc(Br)cc1	-26.4	1.4	0.4	2.5	-5.0	-0.2	9.2	1.4	-0.2	-3.2
Cn1c(=O)c2c(nc(SCC(=O)c3cccs3)n2Cc2ccc(F)cc2)n(C)c1=O	14.7	0.1	10.7	-8.5	18.5	-0.7	-7.5	-7.5	0.0	-2.4
CCOc1ccc(NC(=O)CN(C)C(=O)c2ccc(=O)[nH]c2)cc1OCC	9.6	-0.2	-12.3	1.6	3.4	.	0.6	-9.1	-0.8	3.0
COc1cc(-c2nnc(NC(=O)CCS(=O)(=O)c3ccc(F)cc3)o2)cc(OC)c1OC	.	.	4.0	6.5	-0.3	-4.5	2.9	0.8	2.0	6.3
C=Cc1cc2c(cc1O)CCC1C2CCC2(C)C(O)CCC12 (centres undefined)	.	.	-10.7	3.1	9.8	.	29.4*	-4.7	0.1	-4.8
CN(C)C(CNC(=O)c1cccc(S(=O)(=O)N2CCN(c3ccccc3)CC2)c1)c1ccccc1 (centres undefined)	.	.	14.4	-4.0	3.3	.	2.3	-3.9	-0.6	2.5
CCOc1ccc2oc(C(=O)OCC(=O)NC3CCCC3)c(C)c2c1	.	.	0.3	6.1	-3.8	-10.4	2.5	-16.6	-2.0	-2.6
Cc1ccccc1C(=O)OCC(=O)N1CC(=O)Nc2ccccc21	.	.	.	-6.0	3.6	.	4.3	-5.3	-0.1	-3.9
COCCC(=O)NC12CC3CC(CC(C3)C1)C2	-5.7	-3.7	-1.3	7.3	-1.4	3.6	2.8	-8.7	-0.1	-4.1
CC(C)NS(=O)(=O)c1ccc(NC(=O)C(C)OC(=O)C2CCC2)cc1 (centres undefined)	.	.	-7.0	4.1	2.5	0.2	6.9	17.4	0.6	-2.9
CCn1c(=N)n(CC(=O)c2ccc(OC)c(OC)c2)c2ccccc21	-53.7	-0.7	-7.2	-37.3	3.1	-0.1	.	.	-4.1	-7.8

2 compounds drawn at random from the list so far, as already listed:
SMILES	DUSP3 inh	SARS 3CLpro inh	PriA SSB inh	BoNT F protease	MazEF act	Rv3671c inh	PrPC surface inh	CCHFV vOTU inh	BoNT A protease	Anthrax LF prot
O=c1[nH]c(=O)n(-c2ccccc2)c(O)c1N=Nc1ccc(Br)cc1	-26.4	1.4	0.4	2.5	-5.0	-0.2	9.2	1.4	-0.2	-3.2
CN(C)C(CNC(=O)c1cccc(S(=O)(=O)N2CCN(c3ccccc3)CC2)c1)c1ccccc1 (centres undefined)	.	.	14.4	-4.0	3.3	.	2.3	-3.9	-0.6	2.5

Next section:
SMILES	DUSP3 inh	SARS 3CLpro inh	PriA SSB inh	BoNT F protease	MazEF act	Rv3671c inh	PrPC surface inh	CCHFV vOTU inh	BoNT A protease	Anthrax LF prot
O=S(=O)(NCC1CCN(c2ccc(S(=O)(=O)N3CCOCC3)cc2)CC1)c1ccc(F)cc1	17.0	5.0	3.7	2.3	4.0	5.4	12.1	7.2	-1.3	4.0
CC1=NOC(=O)/C1=C/c1ccc(O)c(Br)c1	10.4	0.4	-8.2	-9.9	-31.6	-2.8	15.6	14.8	-0.9	5.0
O=C(COC(=O)Cc1ccsc1)Nc1cccc(F)c1	.	.	-15.2	-3.1	3.3	-2.0	1.8	8.3	-3.6	-6.3
Cc1cc(C)n2c(SCc3ccc(Br)cc3)nnc2n1	17.2	-6.4	1.3	-5.9	-1.2	-2.9	14.4	-9.0	-0.1	-0.4
CC[C@H](C)[C@@H](CO)NC(=O)[C@H]1O[C@@H](n2ccc(=O)[nH]c2=O)[C@H](O)[C@@H]1O	.	.	.	1.4	.	.	-9.7	-3.6	-0.3	0.5
CC(=O)N1c2c(cc(Br)cc2S(=O)(=O)N2CCN(c3ccccc3F)CC2)CC1C (centres undefined)	21.4	-0.7	1.0	16.5	6.4	7.3	5.6	0.4	-0.4	9.4
COc1cc(NC(=O)C2CCN(c3cnccn3)CC2)cc(OC)c1OC	8.0	-4.4	5.0	-1.8	4.3	-5.0	-5.0	2.4	-1.8	-1.7
CCCc1c(C(=O)N/N=C/c2ccncc2)nnn1-c1nonc1N	8.6	0.3	.	-8.7	15.1	.	0.8	1.8	-1.0	3.3
CC1CCN(C(=O)c2cc(S(=O)(=O)N3CCCCC3)c[nH]2)CC1	17.3	-2.7	-10.9	-2.8	2.0	-2.4	-0.3	5.5	-0.4	-8.6
Cc1nnc(SCC(=O)Nc2ccc(F)cc2F)n(N)c1=O	22.5	-1.4	-11.0&-3.2	-2.5	0.7	1.6	4.6	8.8	-1.4	0.6
COc1ccccc1N1CCN(C(c2cccs2)C(C)NS(=O)(=O)c2ccccc2)CC1 (centres undefined)	6.6	4.1	-5.7	-9.6	0.4	-9.0	8.3	2.6	-0.7	-1.6
Cc1ccc(-c2nc(C)sc2CC(=O)NCc2ccco2)cc1	11.9	0.1	-3.2	0.9	-2.9	.	3.7	0.4	1.1	4.8
CCOc1cc2c(C#N)c(N(CC)CC)nc(N)c2c(N)n1	.	.	7.8	-0.1	14.7	-21.1	-2.0	4.2	1.9	1.2
COC(=O)c1c(N)sc(C(=O)N2CCOCC2)c1C	3.5	-6.6	-6.1	3.9	-8.7	4.0	-2.1	1.1	-0.2	-1.8
CC(C)S(=O)(=O)C/C(N)=N/OS(=O)(=O)c1ccc(Cl)cc1	6.1	-0.1	.	-0.2	9.9	4.5	-2.7	10.3	-0.1	-11.5
CCn1c(=O)c(=O)[nH]c2cc(C(=O)NCC3CCCCC3)ccc21	8.2	-4.7	-9.9	-12.0	5.6	-41.8	4.9	5.7	3.2	0.3
COc1cccc(NC(=O)CSCc2cc(=O)n3nc(C4CC4)sc3n2)c1	-7.2	3.6	-1.3	-4.7	1.1	12.1	0.2	0.5	-0.4	-1.7
CCC(CC)N1CCN(CCc2ccccc2)C(CCO)C1 (centres undefined)	9.1	1.1	-4.2	-9.2	3.0	-7.3	5.3	17.0	1.4	3.6
CCOc1ccccc1NC(=O)C(CC(C)C)NC(=O)C1CCC(C)CC1 (centres undefined)	-2.5	2.8	-14.9	19.7	1.8	2.7	-4.9	16.0	3.7	4.7
CCn1cc2nc(SCC(=O)Nc3ccc(OC)c(OC)c3)n(Cc3ccc(OC)cc3)c(=O)c2n1	-2.6	-0.5	-19.3	8.3	2.7	-8.5	5.5	-30.3	-0.8	-2.4
CC(=O)Nc1ccc(S(=O)(=O)N2CCN3CCCC3C2)cc1 (centres undefined)	-7.9	1.0	-12.9	0.1	3.9	2.5	3.9	5.5	3.4	8.7
CCN1CCCc2cc(CN(CCN3CCOCC3)C(=S)Nc3ccccc3OC)ccc21	13.6	2.3	17.8	-24.0	0.9	0.7	-12.4	12.1	0.2	-6.5
Cc1cc(C)nc(SCc2nnc(SCC(=O)Nc3c(C)cccc3C)o2)n1	17.8	0.5	-21.3	-3.2	2.1	-11.5	-1.4	7.6	-0.6	-0.4
CCOC(=O)C1=C(NC#N)OC(C)=C(C)C1c1ccc(O)cc1 (centres undefined)	34.4	-1.2	-4.7	-0.8	2.8	-1.1	2.2	6.3	0.8	2.0

Part of the list above, set out differently:
Order of results – DUSP3 inh	SARS 3CLpro inh	PriA SSB inh	BoNT F protease	MazEF act	Rv3671c inh	PrPC surface inh	CCHFV vOTU inh	BoNT A protease	Anthrax LF prot
> Cc1ccc(-c2nc(C)sc2CC(=O)NCc2ccco2)cc1
  11.9	0.1	-3.2	0.9	-2.9	.	3.7	0.4	1.1	4.8
> CCOc1cc2c(C#N)c(N(CC)CC)nc(N)c2c(N)n1
  .	.	7.8	-0.1	14.7	-21.1	-2.0	4.2	1.9	1.2
> COC(=O)c1c(N)sc(C(=O)N2CCOCC2)c1C
  3.5	-6.6	-6.1	3.9	-8.7	4.0	-2.1	1.1	-0.2	-1.8
> CC(C)S(=O)(=O)C/C(N)=N/OS(=O)(=O)c1ccc(Cl)cc1
  6.1	-0.1	.	-0.2	9.9	4.5	-2.7	10.3	-0.1	-11.5
> CCn1c(=O)c(=O)[nH]c2cc(C(=O)NCC3CCCCC3)ccc21
  8.2	-4.7	-9.9	-12.0	5.6	-41.8	4.9	5.7	3.2	0.3
> COc1cccc(NC(=O)CSCc2cc(=O)n3nc(C4CC4)sc3n2)c1
  -7.2	3.6	-1.3	-4.7	1.1	12.1	0.2	0.5	-0.4	-1.7
> CCC(CC)N1CCN(CCc2ccccc2)C(CCO)C1 (centres undefined)
  9.1	1.1	-4.2	-9.2	3.0	-7.3	5.3	17.0	1.4	3.6
> CCOc1ccccc1NC(=O)C(CC(C)C)NC(=O)C1CCC(C)CC1 (centres undefined)
  -2.5	2.8	-14.9	19.7	1.8	2.7	-4.9	16.0	3.7	4.7
> CCn1cc2nc(SCC(=O)Nc3ccc(OC)c(OC)c3)n(Cc3ccc(OC)cc3)c(=O)c2n1
  -2.6	-0.5	-19.3	8.3	2.7	-8.5	5.5	-30.3	-0.8	-2.4
> CC(=O)Nc1ccc(S(=O)(=O)N2CCN3CCCC3C2)cc1 (centres undefined)
  -7.9	1.0	-12.9	0.1	3.9	2.5	3.9	5.5	3.4	8.7
> CCN1CCCc2cc(CN(CCN3CCOCC3)C(=S)Nc3ccccc3OC)ccc21
  13.6	2.3	17.8	-24.0	0.9	0.7	-12.4	12.1	0.2	-6.5

(next part)
SMILES	DUSP3 inh	SARS 3CLpro inh	PriA SSB inh	BoNT F protease	MazEF act	Rv3671c inh	PrPC surface inh	CCHFV vOTU inh	BoNT A protease	Anthrax LF prot
CN(C)CCCN(C(=O)c1ccc(S(=O)(=O)N2CCCc3ccccc32)cc1)c1nc2ccc(F)cc2s1	7.7	-2.2	42.0*	-6.9	.	7.8	-10.4	8.2	-1.5	-3.0
COc1cc(C)cc2oc(=O)c(CC(=O)N3C[C@H]4C[C@@H](C3)c3cccc(=O)n3C4)c(C)c12	8.8	1.8	.	-1.5	8.8	-4.7	1.4	-51.5	0.1	4.0
Cc1cc(C)n2nc(C(=O)NCc3ccccc3)nc2n1	-14.5	3.6	-6.1	1.7	-7.2	-1.7	6.2	-9.6	2.6	-6.1
COC(=O)[C@]12CCCCC=C1N(Cc1ccco1)C(=O)[C@H](CC(=O)N1CCOCC1)C2	.	.	.	-1.1	.	.	2.9	-1.7	-0.5	8.3
CCCCNC(=O)c1nc(C2CCN(S(=O)(=O)c3c(F)cccc3F)CC2)oc1-c1ccccc1	.	.	.	7.3	.	.	4.8	-2.2	-0.3	-7.8

Screening data as filed in PubChem BioAssay.

An excerpt. The share of hits here may be higher or lower than overall.
